# Screening data (PubChem BioAssay)
# Tau fluor counter – counter-screen for tau fibril formation inhibitors | 280,000 compounds, 0.93% hits | tau K18 P301L Alexa594 fluorescence, heparin fibrillization | Potency, µM (top dose mostly 57.7 µM), for inactives: top-dose activity change, negative = decrease; also: nearly all actives have a fitted effect of over 55% in size
#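 Human tau K18 P301L (15 uM unlabeled, 0.24 uM Alexa 594-labeled) in 100 mM sodium acetate pH 7 with 20 uM heparin, 6 hr at 37 C. ThT 30 uM added, 1 hr ambient; Alexa 594 FP and total fluorescence read at 555/632 nm.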
# TexasRed fluor – Texas Red fluorescence interference in TRb-SRC2 counter-screen | TRb/SRC2 Texas Red total fluorescence interference | Potency, µM (series often up to 106 µM), for inactives: top-dose fluorescence change, negative = quenching | 280,000 compounds, 0.29% hits | AID 1479; active = well fitted curve in either direction with a large enough effect; inconclusive = small, poorly fitted or top-dose-only effect
#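 Human TRβ ligand-binding domain (0.6 uM) and Texas Red SRC2 peptide (20 nM) in Tris buffer with 1 uM T3 and 5% DMSO were incubated with pinned compound for 5 hr at ambient temperature. Total fluorescence was computed as S + 2P (555/632 nm).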
# TRb SRC2 PPI – inhibitors of human thyroid hormone receptor beta-SRC2 interaction | P10828 | TRbeta-SRC2 peptide binding, fluorescence polarization; receptor liganded with 1 µM T3 | Potency, µM (doses to about 106 µM), inactives show at the top dose activity change, negative = inhibition, most hits filed as inhibitors | 280,000 compounds, 0.065% hits | AID 1469;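 also: plate controls were bound peptide for no effect and peptide without receptor for full effect; nearly all actives have a fitted effect of over 50% in size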
#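 TRb LBD 0.6 uM + Texas Red SRC2 peptide 20 nM, 1 uM T3, Tris buffer w/ 5% DMSO; compound pinned, 5 h RT; FP read ex 555/em 632; normalized to unbound and bound controls.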
# ALDH1A1 inh – inhibitors of human aldehyde dehydrogenase 1A1 | P00352 | Purified ALDH1A1, NADH fluorescence, propionaldehyde substrate | Potency, µM (series often up to 75.3 µM), without a hit: at the top dose activity, negative = inhibition, actives largely listed as inhibitors | 220,000 compounds, 7.3% hits | AID 1030; active = well fitted inhibition curve with a large enough effect, not every such curve was filed as active; inconclusive = small, poorly fitted or top-dose-only effect, or another doubt; inactive = no such curve, though single readings can be large or run the other way;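 also: plate controls were no enzyme wells and a reference inhibitor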
# Target sequence (P00352 whole entry, looked up): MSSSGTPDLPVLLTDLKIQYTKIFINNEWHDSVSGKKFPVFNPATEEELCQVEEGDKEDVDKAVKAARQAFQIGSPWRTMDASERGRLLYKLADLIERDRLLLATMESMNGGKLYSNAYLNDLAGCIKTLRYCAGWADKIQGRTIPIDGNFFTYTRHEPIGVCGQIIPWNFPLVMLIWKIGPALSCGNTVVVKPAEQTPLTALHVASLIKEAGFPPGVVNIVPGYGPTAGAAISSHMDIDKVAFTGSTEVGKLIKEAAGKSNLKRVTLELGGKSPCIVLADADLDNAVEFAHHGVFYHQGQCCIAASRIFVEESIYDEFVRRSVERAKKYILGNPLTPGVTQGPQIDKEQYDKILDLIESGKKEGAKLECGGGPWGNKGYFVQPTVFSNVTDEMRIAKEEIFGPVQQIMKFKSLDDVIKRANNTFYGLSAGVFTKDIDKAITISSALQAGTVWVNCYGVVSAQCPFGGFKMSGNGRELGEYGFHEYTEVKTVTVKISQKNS
# L3MBTL1 block – L3MBTL1 (human) inhibition; AlphaScreen L3MBTL1–H3K9me1 peptide binding; Potency, µM (series often up to 57.1 µM), for inactives: top-dose activity, negative = inhibition, most hits filed as inhibitors; 230,000 compounds, 0.66% hits; also: nearly all actives have a fitted effect of over 60% in size
#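 Displacement of a biotinylated histone H3(1-15) peptide monomethylated at Lys9 (75 nM) from L3MBTL1 (50 nM) was measured by AlphaScreen after a 30 min room-temperature compound incubation; cefsulodin titration served as intraplate control.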
# GLA spleen mod – inhibits or activates alpha-galactosidase in human spleen homogenate | P06280 | human spleen homogenate, 4MU-alpha-Gal fluorescence, 40 min | 240,000 compounds, 0.008% hits | Potency, µM (highest dose often 80 µM), for inactives: at the highest dose activity change, negative = inhibition, hits mostly inhibitors;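 also: 0% = enzyme with vehicle and -100% = no enzyme basal signal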
# Target sequence (P06280 32-429 limits assumed): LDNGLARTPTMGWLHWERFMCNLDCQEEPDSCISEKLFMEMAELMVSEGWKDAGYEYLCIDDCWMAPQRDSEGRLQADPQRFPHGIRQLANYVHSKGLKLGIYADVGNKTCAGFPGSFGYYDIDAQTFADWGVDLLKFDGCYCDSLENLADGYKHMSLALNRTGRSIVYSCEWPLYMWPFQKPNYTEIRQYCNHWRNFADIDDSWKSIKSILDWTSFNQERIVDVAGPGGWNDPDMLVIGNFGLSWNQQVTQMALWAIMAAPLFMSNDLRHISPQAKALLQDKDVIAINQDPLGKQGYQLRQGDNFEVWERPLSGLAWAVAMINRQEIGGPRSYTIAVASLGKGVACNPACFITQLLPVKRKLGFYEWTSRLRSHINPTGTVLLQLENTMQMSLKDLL
#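 Human spleen homogenate (1 ug) as enzyme source, 4-methylumbelliferyl-alpha-D-galactopyranoside 1 mM final, citrate/phosphate pH 5.0 with 0.01% Tween-20. Compounds 40 min at 37C, NaOH/glycine stop; fluorescence Ex 365/Em 440, Hill-fit AC50.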
# Tau fibril ThT – inhibitors of human tau fibril formation, thioflavin T binding | P10636 | recombinant tau K18 P301L (four-repeat tau fragment), heparin-induced fibrillization, ThT fluorescence | Potency, µM (highest dose often 57.4 µM), without a hit: at the highest dose activity, negative = inhibition, actives largely listed as inhibitors | 270,000 compounds, 2.1% hits | AID 1460; also: nearly all actives have a fitted effect of over 55% in size
# Target sequence (P10636 561-689 P618L limits assumed): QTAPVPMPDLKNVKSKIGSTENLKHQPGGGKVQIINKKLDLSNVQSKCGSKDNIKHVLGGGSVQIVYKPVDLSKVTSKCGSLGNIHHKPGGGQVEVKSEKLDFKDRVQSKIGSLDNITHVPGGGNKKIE
#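 Tau K18 P301L fragment (15 uM unlabeled plus 0.24 uM Alexa 594-labeled) in 100 mM sodium acetate pH 7 with compound, fibrillization induced by 20 uM heparin for 6 hr at 37 C. Thioflavin T (30 uM) added, fluorescence read after 1 hr (ex 450, em 510 nm).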
# Tau FP inhib – blocks human tau fibril formation measured by polarization; P10636; AID 1468; 280,000 compounds, 0.39% hits; Potency, µM (highest dose often 57.7 µM), for inactives: at the top dose activity, negative = inhibition, usual class: inhibitors; K18 P301L tau heparin fibrillization, Alexa594 FP, 6 h; also: nearly all actives have a fitted effect of over 55% in size
#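 Human tau K18 […] P301L fragment, 15 uM unlabeled plus 0.24 uM Alexa 594-labeled tau (final), with compound and 20 uM heparin in 100 mM sodium acetate pH 7; 6 hr at 37 C, then Alexa 594 FP read.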
# * hit, by the source's call; ? = inconclusive; . = no result given; & = joins results of further samples; [ ] = another dose, or the depositor's remark. Unless noted, calls follow the shape of the dose curve; as a rule, active = well fitted curve in the direction sought with a large enough effect; inconclusive = small, poorly fitted or top-dose-only effect, or another doubt; inactive = no such curve, though single readings can be large; an effect the other way counts as inactive or inconclusive. Unless noted, % is scaled to controls: 0 for no effect and ±100 for the full control effect; potency is read from the fitted curve at half-maximal effect.
SMILES,Tau fluor counter,TexasRed fluor,TRb SRC2 PPI,ALDH1A1 inh,L3MBTL1 block,GLA spleen mod,Tau fibril ThT,Tau FP inhib
COc1ccc(NC(=O)c2ccc3oc(=O)c(S(=O)(=O)c4ccc(C)cc4)cc3c2)cc1OC,-9%,-5%,2%,.,.,.,-1%,-6%
CCC(Oc1ccccc1)C(=O)Nc1ccccc1OC (centres undefined),-2%,1%,0%,10%,15%,2%,3%,3%
CN1CCN(c2ccccc2NC(=O)c2cc(Br)ccc2Cl)CC1,-3%,2%,-4%,6%,.,2%,-3%,1%
CC1(C)Cc2c(c(=S)nc(-c3ccccc3)n2CCOCCO)CO1,4%,-2%,0%,?,-3%,5%,-8%,-1%
CN(C)c1ccc(C2N(c3ccc(F)cc3)C(=O)C3CCCN32)cc1 (centres undefined),-7%,0%,-24%,0.63µM*,.,13%,-6%,0%
COc1ccc(CN(C)CC(=O)Nc2cc3oc4ccccc4c3cc2OC)c(OC)c1,-25%,-1%,1%,?,-6%,-2%,?,-12%
CCCc1nc(Cl)c(C#N)c2c1CCCC2,-3%,-2%,-1%,-11%,16%,-1%,0%,0%
CCOc1cc(/C=C/c2cc(C(=O)O)c3ccccc3n2)ccc1OC,-9%,-3%,-1%,?,1%,-5%,?,3%
COc1cccc2cc(C(=O)Nc3cccnc3N3CCOCC3)c(=O)oc12,-3%,-5%,0%,12%,2%[11.4 µM],-1%,-17%,11%
O=C(Nc1cccc(F)c1)C1CCN(c2nc3ccccc3nc2C(F)(F)F)CC1,?,2%,0%,.,.,.,-1%,?
COCCNC(=O)CCc1nc2cccnc2n1Cc1ccc(OC)cc1,-2%,0%,3%,.,.,.,5%,1%
CCOc1ccc(C(=O)Nc2nc(C)c(C(=O)OC)s2)cc1,-6%,-2%,3%,3%,3%,5%,-12%,-15%
Cc1ccc(OCC(=O)Nc2ccc([N+](=O)[O-])cc2)cc1,3%,-1%,-7%,9%,-2%,-1%,-2%,-3%
COC(=O)C(C)(C)NC(=O)c1cccs1,-11%,1%,8%,5%,.,-9%,-9%,-1%
NNC(=O)c1ccc([N+](=O)[O-])c(CS(=O)(=O)c2ccc(Cl)cc2)c1,-14%,-2%,-1%,11µM*,-8%,9%,-11%,3%
COc1ccccc1NC(=O)N1c2ccc(F)cc2CCC1C (centres undefined),8%,-1%,6%,22µM*,-4%[11.4 µM],8%,-9%,17%
COC1(NS(=O)(=O)c2ccc(Br)cc2)C(C)=CC(=O)C=C1C,-6%,0%,0%,-7%,.,12%,-10%,3%
COc1ccc(-c2cc(C(F)(F)F)c(C#N)c(SCC(=O)O)n2)cc1,-9%,1%,0%,?,15%,?,?,-8%
CCc1cccc(C)c1NC(=O)c1cnn(-c2ccc(F)cc2)c1-n1cccc1,-4%,0%,-1%,.,.,.,-4%,-2%
CCN(CC)CCNC(=O)c1ccc(-n2c(-c3ccccc3)cc3c2CCCC3)cc1,?,-7%,-2%,.,.,.,-11%,?
COc1ccc2c(c1)c(/C=N/Nc1ccc(C(=O)O)cc1)c(C)n2C,?,-1%,2%,.,.,1%,.,2%
NC(=O)[C@H]1CC2(CC(c3cccc(NC(=O)COc4ccc(Cl)cc4)c3)=NO2)CN1C(=O)c1ccccc1C(=O)c1ccccc1 (some centres undefined),-22%,-1%,6%,.,.,-10%,-22%,-7%
NC(=O)C1CCN(Cc2nnnn2Cc2ccco2)CC1,-2%,5%,1%,-7%,9%,2%,-5%,-4%
CN1CCCCCC1=Nc1ccccc1C#N,6%,-5%,3%,-14%,3%,15%,6%,-1%
CCc1ccccc1NC(=O)C(CC)Oc1ccccc1-c1nnc(-c2ccccc2)o1 (centres undefined),-10%,0%,-3%,.,.,.,-10%,3%

# Reprinted from the part before: 4 entries, followed by the next part.
SMILES,Tau fluor counter,TexasRed fluor,TRb SRC2 PPI,ALDH1A1 inh,L3MBTL1 block,GLA spleen mod,Tau fibril ThT,Tau FP inhib
NC(=O)[C@H]1CC2(CC(c3cccc(NC(=O)COc4ccc(Cl)cc4)c3)=NO2)CN1C(=O)c1ccccc1C(=O)c1ccccc1 (some centres undefined),-22%,-1%,6%,.,.,-10%,-22%,-7%
NC(=O)C1CCN(Cc2nnnn2Cc2ccco2)CC1,-2%,5%,1%,-7%,9%,2%,-5%,-4%
CN1CCCCCC1=Nc1ccccc1C#N,6%,-5%,3%,-14%,3%,15%,6%,-1%
CCc1ccccc1NC(=O)C(CC)Oc1ccccc1-c1nnc(-c2ccccc2)o1 (centres undefined),-10%,0%,-3%,.,.,.,-10%,3%
CCOC(=O)C1CCN(C(=O)N(CC)CC)CC1,6%,0%,-4%,6%,2%,1%,7%,2%
Cc1cccc(C(=O)NCC(=O)OCc2cc(=O)n3nc(C4CC4)sc3n2)c1,0%,-1%,-2%,.,.,.,-10%,-1%
CNC(=O)c1nnsc1S(=O)c1ccc(Cl)cc1 (centres undefined),-4%,-1%,3%,22µM*,-27%,-12%,?,?
CCN(CC)C(=O)CC(c1ccc2c(c1)OCO2)c1c(OC)cc(OC)c2ccc(=O)oc12 (centres undefined),-15%,0%&1%,2%&-8%,.,.,2%&-11%,-10%,-3%
Cc1cc(NC(=O)c2cccs2)no1,3%,-3%,4%,.,.,13%,6%,-4%
O=C(Nc1ccc2c(c1)OCO2)c1cccc2c1C(=O)N(Cc1cccnc1)C2,-24%,-2%,8%,?,.,12%,?,11%
Cc1ccc2c(c1)NC(=O)c1cc([N+](=O)[O-])ccc1O2,0%,-2%,2%,6%,.,4%,9%,5%
COc1ccc2[nH]c3c(c2c1)CCNC3=O,-14%,-1%,0%,?,.,5%,?,2%
COc1ccc(-c2csc(N3CCN(C(=O)c4ccco4)CC3)n2)cc1,-30%,-3%,0%,28µM*,-17%,6%,?,7%
OCCC1CN(Cc2cccc3nccnc23)CCN1Cc1ccc(F)cc1 (centres undefined),-14%,-1%,-7%,.,-2%,-1%,-11%,-5%
COCCCNc1nc2c(-c3cccc(Br)c3)nnn2c2ccccc12,-12%,-2%,3%,.,.,.,-2%,-3%
O=C(COC(=O)CNS(=O)(=O)c1cccc(Br)c1)Nc1ccccc1Sc1ccccc1,-23%,1%,3%,-8%,7%,-9%,-9%,0%
O=C(c1ccco1)N1CCN(C(=O)C2CC(c3ccc(Cl)cc3)=NO2)CC1 (centres undefined),-12%,-3%,-1%,3%,.,-2%,?,1%
COc1cccc(NS(=O)(=O)c2ccc3[nH]cc(C(=O)NCCc4ccccc4)c(=O)c3c2)c1,?,-1%,-6%,.,.,.,-7%,?
COc1ccc(CCNC(=O)CSc2nnc(CNC(=O)c3cccs3)o2)cc1OC,-1%,1%,-3%,-17%,.,12%,-5%,1%
CCSCc1nnc(SCC(=O)Nc2ccc(F)cc2)n1CC,-8%,0%,1%,?,-3%,0%,-2%,-5%
C/C=C(\C)C(=O)O[C@H]1C[C@@]2(C)CCC(C(C)C)C2(O)CC[C@@]1(C)O (some centres undefined),-26%,-2%,13%,-5%,.,-1%,?,0%
O=C(CSc1nccn1Cc1ccc(F)cc1)NCc1ccc(F)cc1,-22%,2%,-7%,.,.,.,-7%,-1%
N/C(=N\OC(=O)c1ccc(Cl)cc1Cl)c1cccnc1,-8%,-1%[53 µM],15%[53 µM],?,15%,-4%,-17%,-3%
CCCn1cc(S(=O)(=O)c2ccc(C)cc2)c(=O)c2cc(OC)c(OC)cc21,-7%,0%,-7%,.,.,.,-5%,-7%
N#C/C(=C\c1ccc(Cl)cc1)C(=O)NCC1CCCO1 (centres undefined),2%,?,-1%,.,.,.,-7%,?
CCN1CCCC1CNC(=O)c1cn(CC)c2ccc(S(=O)(=O)N3CCCCCC3)cc2c1=O (centres undefined),-3%,1%,-4%,?,-4%,2%,-16%,1%
C/C(=N/Oc1nc(C)cc(C)n1)c1ccccc1,-1%,-2%,-5%,-7%,.,3%,-13%,1%
O=C(Cn1cc2c(n1)CCCCC2)NCCCN1CCOCC1,3%,-1%,-4%,9%,4%,3%,-10%,3%
CCS(=O)(=O)NCCc1cc2ccc(C)cc2[nH]c1=O,-4%,-3%,-4%,5%,3%,12%,-15%,7%

# Next compounds:
SMILES,Tau fluor counter,TexasRed fluor,TRb SRC2 PPI,ALDH1A1 inh,L3MBTL1 block,GLA spleen mod,Tau fibril ThT,Tau FP inhib
CCCCCC(=O)N1CC2(C)CN(C(=O)CCCCC)CC(C)(C1)C2=O,0%,-5%,2%,9%,.,6%,-1%,3%
Cc1cc(NC(=O)c2c(F)cccc2Cl)n(-c2nc3ccccc3[nH]2)n1,?,0%,-8%,?,.,-7%,0%,?
CCOc1ccc(Nc2c(S(=O)(=O)c3ccc(C)cc3)cnc3cc(OC)c(OC)cc23)cc1,-14%,-6%,0%,.,.,.,-14%,8%
CCOC(=O)Cc1csc(NC(=O)/C=C/c2ccccc2Cl)n1,?,-7%,-3%,.,-2%,7%,-14%,?
COc1cccc(Cn2c(=O)sc3ccccc3c2=O)c1,-18%,0%,-7%,?,116%[activator],-2%,-1%,-3%
C=CCOc1ccc(Cl)cc1CNC1CCCC1,3%,1%,1%,-2%,7%,-5%,6%,-2%
O=C(c1ccccc1)c1cc(F)c(N2CCOCC2)cc1Cl,-9%,-5%,-6%,1%,12%,-3%,-1%,0%
CCN1CCN(Cc2c(C)[nH]c3ccc(C(=O)OC)cc3c2=O)CC1,8%,1%,-8%,?,-5%,0%,-3%,4%
COCCCNC(=O)c1c(NC(=O)Cc2coc3c(C)c(C)ccc23)sc2c1CCCC2,-28%,2%,1%,.,.,.,?,7%
O=S(=O)(NCc1cccnc1)c1ccc(Cl)c(Cl)c1Cl,4%,0%,4%,-8%,-2%,2%,5%,-7%
CC(=O)NNc1cccc(Cl)n1,-1%,-7%,12%,?,-2%,5%,0%,-1%
CCc1ccccc1Nc1nc2ccccc2n1C(C)C,3%,-7%,0%,0%,0%,5%,-1%,-5%
CCOc1ccccc1N1CCN(C(=O)c2cc3c(s2)CCC3)CC1,-8%,-1%,-3%,-1%,-6%,4%,?,3%
